ELG1 repair inh: inhibitors of ELG1-dependent DNA repair in HEK293T cells; HEK293T ELG1-luciferase reporter, luminescence, 16 h; DNA damage induced by 5-fluorouridine; AID 504467; Potency, µM (series often up to 46.1 µM), for inactives: at the highest dose activity change, negative = inhibition, usual class: inhibitors; 2.3% of 330,000 active; note: potency is the fitted concentration of half-maximal effect; % is set by controls: 0 for no effect and ±100 for the full control effect; nearly all actives have a fitted effect of over 55% in size
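Quantitative HTS, concentration-response format. 2,000 cells/well co-treated with 5-fluorouridine and compound, 16 hr in 5% CO2 at 37 °C; ONE-Glo luminescence read after 30 min.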
BRCA1 expr up: BRCA1 expression activation. MCF7-BRCA1-FFLuc reporter, luminescence, 48 h; response scale: scaled: vehicle 0%, 10 µM genistein 100%. Potency, µM (series often up to 46.1 µM), for the others: at the top dose activation, most hits filed as activators. 1.1% of 380,000 active; note: potency is the fitted concentration of half-maximal effect; nearly all actives have a fitted effect of over 80% in size; some results filed as inactive show a strong effect at the top dose
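MCF7 cells carrying a BRCA1-firefly luciferase reporter (2000 cells/well, phenol-red free MEM) were attached for 2 h at 37 °C, then given compounds for 48 h. Luminescence was read 15 min after luciferase reagent; activity normalized to genistein (10 microM) and DMSO.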
Tb PFK block: T. brucei PFK enzyme inhibition | Potency, µM (highest dose often 57.5 µM), without a hit: top-dose activity, negative = inhibition, most hits filed as inhibitors | 0.17% of 330,000 active | O15648 | T. brucei PFK, ADP-Glo luminescence | AID 485367;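 note: potency is the fitted concentration of half-maximal effect; 0% = uninhibited 1x PFK enzyme wells and -100% = no-enzyme wells; nearly all actives have a fitted effect of over 60% in size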
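Compounds were pin-transferred as a titration series up to 57 uM into substrate buffer (0.5 mM F6P, 0.1 mM ATP, pH 8.0), then 1.25 nM PFK was added and reactions ran 45 min before ADP-Glo detection.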
Rab9 promoter act: activators of Rab9 promoter; Huh7 Rab9 promoter-luciferase reporter, luminescence, 24 h; Potency, µM (titrated, usually from 9.22 µM), for inactives: at the highest dose activation, negative = inhibition, actives largely listed as activators; 2.8% of 320,000 active; AID 485297; note: potency is the fitted concentration of half-maximal effect; % of control where 0% means no effect; nearly all actives have a fitted effect of over 60% in size
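Huh7 cells stably carrying Rab9 promoter–luciferase reporter, plated 1500 cells/well, compound added after 2 h and incubated 24 h at 37 °C; luciferase luminescence then read after 10 min with detection reagent.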
FLuc modulator: counter-screen for miR-21 project: firefly luciferase inhibitors or activators. P08659. purified FLuc, Km substrates, luminescence inhibition. Potency, µM (highest dose often 57.5 µM), for inactives: at the highest dose activity change, negative = inhibition, actives largely listed as inhibitors. 6.9% of 360,000 active. AID 588342;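 note: potency is the fitted concentration of half-maximal effect; plate controls were vehicle for no effect and reference inhibitor for full effect; nearly all actives have a fitted effect of over 55% in size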
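Purified P. pyralis luciferase (10nM final) with 10uM D-luciferin and 10uM ATP (Km levels) in 50mM Tris acetate pH 7.5, 10mM Mg acetate, 0.01% Tween-20, 0.05% BSA; qHTS 6-point titration, ~60 µM downward; luminescence read.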
p53 reactivator: mutant p53 re-activation in reporter cells. H1299 p53-A138V BP100-luciferase reporter, luminescence, 24 h. Potency, µM (titrated, usually from 92.2 µM), for the others: at the top dose activity change, positive = activation, usual class: activators. 0.063% of 320,000 active; note: potency is the fitted concentration of half-maximal effect; % of control where 0% means no effect; nearly all actives have a fitted effect of over 45% in size
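p53-null H1299 cells stably carrying temperature-sensitive p53-A138V and a BP100-luciferase reporter were pinned with compounds (4-point, 1:5 series) and held 24 hrs at 37 deg C. Luminescence was read 10 min after detection reagent.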
RORg inh: ROR gamma (mouse) transcription inhibition. 5.4% of 310,000 active. P51450. Drosophila S2 Gal4-RORgamma UAS-luciferase reporter, 20 h. Potency, µM (doses to about 53.6 µM), for inactives: at the top dose activity change, negative = inhibition, usual class: inhibitors. AID 2551; note: potency is the fitted concentration of half-maximal effect; % is set by controls: 0 for no effect and ±100 for the full control effect; nearly all actives have a fitted effect of over 60% in size
Target sequence (P51450 whole entry, looked up, the tested form may be a part): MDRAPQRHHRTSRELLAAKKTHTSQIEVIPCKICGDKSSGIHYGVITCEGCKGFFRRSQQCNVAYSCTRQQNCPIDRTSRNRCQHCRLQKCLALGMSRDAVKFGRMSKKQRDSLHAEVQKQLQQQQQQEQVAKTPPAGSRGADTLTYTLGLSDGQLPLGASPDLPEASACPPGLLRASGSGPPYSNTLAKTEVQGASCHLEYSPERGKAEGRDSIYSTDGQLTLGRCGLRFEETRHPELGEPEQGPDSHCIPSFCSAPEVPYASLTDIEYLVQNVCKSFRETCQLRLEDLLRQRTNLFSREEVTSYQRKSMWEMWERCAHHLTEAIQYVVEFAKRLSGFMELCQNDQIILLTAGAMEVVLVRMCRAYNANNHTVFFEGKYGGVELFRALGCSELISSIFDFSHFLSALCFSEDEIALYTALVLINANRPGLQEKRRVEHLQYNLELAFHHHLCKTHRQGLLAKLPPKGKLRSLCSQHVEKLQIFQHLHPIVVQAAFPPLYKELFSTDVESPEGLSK
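Stable Schneider cell line, Gal4 DNA-binding domain fused to ROR gamma, UAS-luciferase. Cmpd 1 hr RT → CuSO4 700 uM final → 20 hr RT → luciferase reagent 10 min → luminescence.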
ELG1 genotox: genotoxicity induction in ELG1-luciferase HEK293T cells; HEK293T ELG1-luciferase reporter, luminescence, 16 h; Potency, µM (highest dose often 46 µM), without a hit: at the top dose activity change, positive = activation, actives largely listed as activators; 1.3% of 330,000 active; AID 504466; note: potency is the fitted concentration of half-maximal effect; % of control where 0% means no effect; nearly all actives have a fitted effect of over 60% in size
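16 hr compound incubation (37 °C, 5% CO2) of HEK293T cells carrying luciferase-tagged ELG1; luciferase then measured by ONE-Glo luminescence after 30 min at RT.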
VP16 counter: counter-screen for ROR gamma inhibitors: Gal4-VP16 reporter; Drosophila S2 Gal4-VP16 UAS-luciferase, luminescence, 20 h; Potency, µM (highest dose often 53.6 µM), inactives show at the top dose activity, negative = inhibition, usual class: inhibitors; 3.5% of 310,000 active; AID 2546;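 note: Gal4-VP16 expression switched on by copper sulfate through the metallothionein promoter; potency is the fitted concentration of half-maximal effect; % is set by controls: 0 for no effect and ±100 for the full control effect; nearly all actives have a fitted effect of over 50% in size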
NPC1 promoter act: NPC1 promoter activation; Huh7 NPC1 promoter luciferase reporter, 24 h; AID 485313; 2.4% of 320,000 active; Potency, µM (doses to about 9.22 µM), without a hit: top-dose activation, most hits filed as activators;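 note: potency is the fitted concentration of half-maximal effect; % of control where 0% means no effect; nearly all actives have a fitted effect of over 60% in size; reporter is driven by a mutant NPC1 promoter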
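Stably transfected Huh7 (NPC1 promoter→luciferase), 1500 cells/well in Opti-MEM + 10% FBS, 2 h settle, then compound 24 h at 37 °C. Luminescence after 10 min with Amplite reagent.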
TRPV1 ag: human TRPV1 agonism. TRPV1-expressing cells, Fluo-8 calcium influx, agonist mode. activation, % at 8.33 µM. 0.19% of 320,000 active; in the data active = activation above about 80%; inconclusive = between about 30% and that limit; note: 0% is about no effect
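Fluo-8 calcium influx in TRPV1-expressing cells, kinetic read (ex 480/em 520 nm). Compound added and read 3 min for agonist activity, followed by capsaicin at EC20 final and 2 min further read for enhancement.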
* = called active by the depositor; ? = inconclusive; · = not tested or not shown; [ ] = another dose, or the depositor's remark. Unless noted, calls come from the whole dose curve; as a rule, active = well fitted curve in the direction sought with a large enough effect; inconclusive = small, poorly fitted or top-dose-only effect, or another doubt; inactive = no such curve, though single readings can be large; an effect the other way counts as inactive or inconclusive.

#1 Cc1ccc(C(=O)N/N=C\c2ccccn2)cn1
#2 Cc1ccccc1-c1nc(CS(=O)CC(=O)NCc2ccc3c(c2)OCO3)c(C)o1 (centres undefined)
#3 Cc1cc(NC(=O)C2CCCCC2C(=O)O)ccc1NC(=O)c1ccccc1 (centres undefined)
#4 Cc1cc(Nc2ccc(C)c(C)c2)n2nc(C)nc2n1
#5 NC(=Nc1ccc(Br)cc1)c1ccccc1
#6 CCN(CC(=O)Nc1ccc(NC(C)=O)cc1)C(=O)/C=C/c1c(C)nn(-c2ccc(F)cc2)c1Cl
#7 CC(=O)N1CCN(CC(=O)Nc2c(Cl)cccc2Cl)CC1
#8 Cc1ccc(COC(=O)CN2C(=O)NC3(CCCC3)C2=O)cc1

Screen / compound no.	1	2	3	4	5	6	7	8
ELG1 repair inh	-12%	1%	0%	?	?	5.8µM*	1%	-4%
BRCA1 expr up	4%	-5%	-8%	9%	?	-33%	0%	-1%
Tb PFK block	2%	2%	-1%	1%	-2%	-5%	-7%	0%
Rab9 promoter act	-1%	-8%	3%	1%	20%	-7%	4%	4%
FLuc modulator	19µM*	-1%	0%	-1%	?	8%	1%	0%
p53 reactivator	10%	-7%	-1%	-3%	-2%	-7%	21%	0%
RORg inh	-30%	-8%	-1%	8%	-26%	·	8%	·
ELG1 genotox	0%	-2%	3%	-3%	?	-2%	1%	0%
VP16 counter	20%	-8%	-6%	5%	-4%	·	-1%	·
NPC1 promoter act	9%	0%	-3%	1%	24%	1%	3%	1%
TRPV1 ag	·	6	0	5	8	0	-1	2

#9 COC(=O)/C=C\C(=O)Nc1cccc([N+](=O)[O-])c1
#10 O=C(NCC(c1ccco1)N1CCc2ccccc2C1)c1ccc(Br)cc1 (centres undefined)
#11 Cc1ccccc1N(CC(=O)N/N=C/c1ccc(N(C)C)cc1)C(=O)c1ccccc1
#12 CCOc1cc(N2CCOCC2)c(OCC)cc1NC(=O)c1nc2nccc(C)n2n1
#13 CCC1(CC)C(=O)NC(=O)NC1=Nc1cccc(OC)c1
#14 CCN(CC)C(=S)NC(=O)Cc1ccccc1
#15 COC(=O)c1ccc(OCC(=O)Nc2ccccc2C(=O)NC2CC2)cc1
#16 COCCNCCCOc1ccc(C(C)(C)c2ccccc2)cc1
#17 Cc1ccccc1NC(=O)c1ccc(F)c(S(=O)(=O)NCC2CCCO2)c1 (centres undefined)
#18 CCOc1ccc(C2CC(c3cccc(C)c3)n3ncnc3N2)cc1 (centres undefined)

Screen / compound no.	9	10	11	12	13	14	15	16	17	18
ELG1 repair inh	?	?	0%	?	2%	10%	?	4%	?	-3%
BRCA1 expr up	-80%	-28%	-1%	·	10%	-9%	-20%	12%	-2%	1%
Tb PFK block	?	25%	-5%	-1%	-4%	-2%	1%	-4%	-6%	1%
Rab9 promoter act	-5%	-3%	7%	2%	1%	-3%	-3%	0%	0%	-7%
FLuc modulator	?	-11%	-18%	4%	-1%	5%	3%	0%	1%	0%
p53 reactivator	-37%[inhibitor]	3%	23%	-1%	0%	0%	1%	6%	11%	-5%
RORg inh	3.2µM*	·	-4%	-5%	-6%	6.3µM*	·	-23%	-13%	?
ELG1 genotox	-4%	10%	1%	0%	-4%	0%	-2%	-6%	-8%	-1%
VP16 counter	1.3µM*	·	-2%	-6%	-7%	?	·	-7%	-4%	-16%
NPC1 promoter act	-6%	1%	8%	-2%	-1%	-3%	0%	4%	2%	-1%
TRPV1 ag	-1	20	-5	2	-1	-3	0	-6	0	7

Results in NPC1 promoter act and VP16 counter (three entries from above):
no.	smiles	NPC1 promoter act	VP16 counter
10	O=C(NCC(c1ccco1)N1CCc2ccccc2C1)c1ccc(Br)cc1 (centres undefined)	1%	·
13	CCC1(CC)C(=O)NC(=O)NC1=Nc1cccc(OC)c1	-1%	-7%
1	Cc1ccc(C(=O)N/N=C\c2ccccn2)cn1	9%	20%

Complete entries as entered above.
CCC1(CC)C(=O)NC(=O)NC1=Nc1cccc(OC)c1 as listed: ELG1 repair inh: 2%; BRCA1 expr up: 10%; Tb PFK block: -4%; Rab9 promoter act: 1%; FLuc modulator: -1%; p53 reactivator: 0%; RORg inh: -6%; ELG1 genotox: -4%; VP16 counter: -7%; NPC1 promoter act: -1%; TRPV1 ag: -1
O=C(NCC(c1ccco1)N1CCc2ccccc2C1)c1ccc(Br)cc1 (centres undefined) as listed: ELG1 repair inh: ?; BRCA1 expr up: -28%; Tb PFK block: 25%; Rab9 promoter act: -3%; FLuc modulator: -11%; p53 reactivator: 3%; RORg inh: ·; ELG1 genotox: 10%; VP16 counter: ·; NPC1 promoter act: 1%; TRPV1 ag: 20
CCN(CC)C(=S)NC(=O)Cc1ccccc1 as listed: ELG1 repair inh: 10%; BRCA1 expr up: -9%; Tb PFK block: -2%; Rab9 promoter act: -3%; FLuc modulator: 5%; p53 reactivator: 0%; RORg inh: 6.3µM*; ELG1 genotox: 0%; VP16 counter: ?; NPC1 promoter act: -3%; TRPV1 ag: -3

2 entries from above, in markdown.
| entry | Structure | ELG1 repair inh | BRCA1 expr up | Tb PFK block | Rab9 promoter act | FLuc modulator | p53 reactivator | RORg inh | ELG1 genotox | VP16 counter | NPC1 promoter act | TRPV1 ag |
| --- | --- | --- | --- | --- | --- | --- | --- | --- | --- | --- | --- | --- |
| 14 | CCN(CC)C(=S)NC(=O)Cc1ccccc1 | 10% | -9% | -2% | -3% | 5% | 0% | 6.3µM* | 0% | ? | -3% | -3 |
| 15 | COC(=O)c1ccc(OCC(=O)Nc2ccccc2C(=O)NC2CC2)cc1 | ? | -20% | 1% | -3% | 3% | 1% | · | -2% | · | 0% | 0 |
